E coli RNAP: blocks E. coli RNA polymerase transcription | P0A8V2 | fluorescence transcription assay | inhibition, %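 (tested at 10 µM)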 | actives 0.2% (n = 62,000) | AID 559; in the data active means inhibition above about 20%;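 further: 0% = enzyme without compound and 100% = no enzyme blank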
M1 agonist: M1 muscarinic receptor agonism; CHO-M1 cells, Fluo-4 calcium fluorescence, agonist mode; stronger effect = higher value; B-score at 10 µM; actives 3% (n = 64,000);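 active means fluorescence rise, raw or as B-score row- and column-corrected plate score, outside the 99.7% band of its plate's samples, either direction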
Fluor 339 460: intrinsic fluorescence of library compounds, ex339/em460 – biochemical, MLSMR library, data from DPM-DC assay, artefact control, profiling panel. compound autofluorescence, ex339/em460 nm, NADH buffer; stronger effect = higher value; 1 = no-compound wells, NADH background. fluorescence fold increase at 10 µM. actives 5.5% (n = 65,000). AID 709;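 active means at 10 µM, mean starting fluorescence two-fold or more over control wells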;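 further: signal is the first read of a kinetic run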
M1 antagonist: blocks the rat M1 muscarinic receptor response to acetylcholine; AID 628; CHO-M1 cells, Fluo-4 calcium, ACh EC80 antagonist mode; stronger effect = lower value; P08482; B-score at 10 µM; actives 3.4% (n = 64,000);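 active means calcium fluorescence response, raw or row-and-column corrected B-score, differing from the plate sample mean either way at a set confidence level, mostly lower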
Hsp90 inh: displaces geldanamycin probe from tumor Hsp90; inhibition, % at 30 µM; NCI-N417 lysate Hsp90, Cy3B-geldanamycin FP displacement; actives 0.35% (n = 64,000); P07900;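 active means inhibition above 50%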;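 further: 0% = tracer plus lysate wells and 100% = tracer alone without lysate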
5HT1a ag: 5-HT1a (human) receptor agonism; P08908; CHO 5-HT1a Ga15 NFAT-bla reporter, FRET ratio; 0% basal, 100% maximal reference agonist; activation, % at 10 µM; actives 0.56% (n = 65,000); AID 567;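 active means activation above the screen-wide mean activation plus 3 SD, cut at about 19% in these data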;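 further: 0% = DMSO wells and 100% = 5-CT at EC100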
Target sequence (P08908 whole entry, looked up): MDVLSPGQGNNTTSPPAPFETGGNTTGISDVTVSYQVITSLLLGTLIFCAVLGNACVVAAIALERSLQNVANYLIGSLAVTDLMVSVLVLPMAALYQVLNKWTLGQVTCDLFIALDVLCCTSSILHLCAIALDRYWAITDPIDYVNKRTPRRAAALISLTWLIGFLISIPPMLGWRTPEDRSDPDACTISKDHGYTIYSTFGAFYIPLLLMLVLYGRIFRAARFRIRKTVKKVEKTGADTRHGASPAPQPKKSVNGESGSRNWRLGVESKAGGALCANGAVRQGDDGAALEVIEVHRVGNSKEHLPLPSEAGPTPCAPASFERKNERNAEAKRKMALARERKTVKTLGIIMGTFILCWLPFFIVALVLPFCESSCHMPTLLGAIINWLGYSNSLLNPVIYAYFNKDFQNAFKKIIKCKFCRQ
NADH coupling: blocks coupling enzymes of NAD/NADH assays; coupled PK/LDH NADH assays, four targets; IC50, µM (titrated, usually from 10 µM), inactives show top-dose inhibition; actives 0.02% (n = 65,000);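 active means single-dose screening hits from any of four coupled enzyme assays that gave an IC50 when retested across doses; inconclusive means no clear call, values can overlap the other calls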;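 further: the DPM-DC format reads NADH fluorescence rather than 340 nm absorbance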
D1 allo mod: allosterically modulates the human D1 dopamine receptor; P21728; HEK293 D1, CRE-luciferase, dopamine EC30 potentiation; actives deviate in either direction; B-score at 10 µM; actives 5.9% (n = 58,000); AID 641;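 active means luminescence count or its row- and column-corrected plate score outside the 99.7% band of the plate's sample wells, on either side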
Target sequence (P21728 whole entry, looked up): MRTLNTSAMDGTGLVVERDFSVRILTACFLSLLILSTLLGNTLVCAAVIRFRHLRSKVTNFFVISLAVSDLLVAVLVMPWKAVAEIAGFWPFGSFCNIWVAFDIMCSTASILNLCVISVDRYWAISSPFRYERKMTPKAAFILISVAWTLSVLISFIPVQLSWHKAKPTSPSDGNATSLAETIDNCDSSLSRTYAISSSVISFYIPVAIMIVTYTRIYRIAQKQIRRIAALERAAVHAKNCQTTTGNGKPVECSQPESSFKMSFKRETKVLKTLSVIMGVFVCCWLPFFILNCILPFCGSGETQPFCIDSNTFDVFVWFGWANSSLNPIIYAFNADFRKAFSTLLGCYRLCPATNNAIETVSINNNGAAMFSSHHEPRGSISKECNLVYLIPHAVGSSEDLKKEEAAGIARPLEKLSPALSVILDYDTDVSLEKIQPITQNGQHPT
Her2 expr inh: inhibitors of human Her2 kinase expression. actives 0.69% (n = 65,000). SKBR-3 HER2 protein level, AlphaScreen, 18-24 h; stronger effect = lower value. HER2 level % of control, % at 10 µM. AID 645. P04626;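 active means HER2 level under 5% of the carrier-only control; inconclusive means no clear call, values can overlap the other calls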;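 further: 100% = DMSO carrier and 0% = 500 nM PU-H71 HSP90 inhibitor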
* hit, by the source's call; u = inconclusive; x = no result given.

SMILES	E coli RNAP	M1 agonist	Fluor 339 460	M1 antagonist	Hsp90 inh	5HT1a ag	NADH coupling	D1 allo mod	Her2 expr inh
COc1ccc(S(=O)(=O)N2CCC(n3cnc4cc(C(F)(F)F)ccc43)CC2)cc1	-1	-1.1	1	0.57	-3	3.3	5%	2.4	87
CC(C)CC1C(C#N)=C(N)SC(N)=C1C#N	-3	-0.14	1.1	-0.18	-6	-2.3	2%	-0.23	95
Cn1cnc2c1c(=O)n(CC(O)CO)c(=O)n2C (centres undefined)	8	0.37	1.1	0.084	-2	-1.9	5%	-0.26	107
CC(C)CCOP(=O)(c1ccc(N(C)C)cc1)C(O)c1ccccc1F (centres undefined)	-2	0.56	1.1	-1.6	-3	0.3	8%	0.38	88
COC(=O)C(C(=O)OC)N1C(=O)CCC1=O	7	0.7	1.1	1.3	2	-3.5	4%	0.11	116
CN1CCN(C(=O)c2ccc3c(c2)N(Cc2ccc(Cl)cc2)C(=O)c2ccccc2S3=O)CC1 (centres undefined)	-3	0.28	1.1	-0.0089	0	1.3	2%	x	80
CC1CCN(c2ccccc2N)CC1	10	0.76	1	-0.0072	1	0.2	9%	0.023	u
CCC(C)OC(=O)c1[nH]c2c(c1C)C(=O)CC(c1ccc(N(C)C)cc1)C2 (centres undefined)	6	-0.28	1	-0.015	1	-0.5	2%	-0.73	x
CCCCC(CC)CNC(=O)c1[nH]c(C)c(C(C)=O)c1C (centres undefined)	-1	-2.5	1.1	-0.32	-3	1.3	5%	-1.1	69
Cc1ccc(NC(=O)c2ccco2)cc1NC(=O)CSc1nnc(-c2cccs2)n1C	6	-0.1	1.1	-0.26	-3	-2.7	4%	0.92	108
CNS(=O)(=O)c1cccc(C(=O)OCC(=O)c2cc(C)n(-c3ccc4c(c3)OCO4)c2C)c1	5	-0.9	1	-2.3*	-5	0.2	3%	-0.038	104
COC(=O)c1sc(S(=O)(=O)N2CCC(C)CC2)c(C(=O)OC)c1C	-1	0.013	1.1	0.024	-4	0.4	5%	3.3	100
CCOCc1nnc(NC(=O)c2cccs2)s1	2	0.95	1	2.1*	2	-0.7	2%	-0.22	79
CC(=O)OCCNC(=O)Cn1cnc2c1c(=O)n(C)c(=O)n2C	-2	0.18	1.1	0.31	-2	-2.2	3%	0.046	109
Cc1ccc(C(C)C)c(OCC(O)CN2CC(C)OC(C)C2)c1 (centres undefined)	x	0.14	0.96	-0.041	1	-0.1	7%	-3.5*	88
O=C(OC(C(=O)NCc1ccc2c(c1)OCO2)c1ccccc1F)c1ccco1 (centres undefined)	0	0.097	1.1	-0.81	0	-1.2	3%	-0.076	77
C=CCn1c(C(C)NC(=O)CC)nc2ccccc21 (centres undefined)	2	0.22	1.1	-0.28	-4	0.9	1%	-0.016	x
Cc1nc2ccccc2c(=O)n1C1CCCCCC1	5	0.98	1.1	0.45	-7	1.2	4%	-0.034	93
CC1CCN(c2c(NCc3ccc(C(=O)NCc4cccnc4)cc3)c(=O)c2=O)CC1	9	0.095	1.1	0.99	-2	0.9	7%	x	104
COCCCNC(=O)C1CC(=O)N(Cc2ccc(OC)cc2)C1 (centres undefined)	-1	-0.21	1.1	-0.32	-3	0.1	4%	-0.09	96
CN1CCN(c2nc3c(c(=O)[nH]c(=O)n3C)n2CCCSc2ncccn2)CC1	5	-0.24	1.1	-0.071	-3	-1.2	4%	-0.35	107
Cc1cc(C(=O)CSc2nnc(-c3cccs3)o2)c(C)n1-c1ccccc1	8	-0.44	1.1	0.86	-3	-1.1	0%	-3.6*	89
COCCn1c(=O)[nH]c2cc(C(=O)NCCN3CCN(c4ccccc4F)CC3)ccc2c1=O	10	x	1.4	x	x	0.6	8%	-0.86	72
Nc1c2c(nc3ccn(Cc4ccccc4)c(=O)c13)CCC2	0	0.73	1.6	-0.79	-11	5.6	2%	-3.2*	121
CCOc1ccc(N(CC(=O)NCc2cccs2)S(=O)(=O)c2c(C)noc2C)cc1	3	-0.84	1.1	-0.43	-2	-2.0	7%	0.2	93
CN(C)S(=O)(=O)N1CCc2ccccc2C1	3	0.54	1.1	0.026	-1	-0.6	1%	0.024	100
CC(C)c1ccc(C2CC(=O)N3CN(Cc4ccco4)CSC3=C2C#N)cc1 (centres undefined)	14	0.02	1.1	0.029	-2	-4.1	7%	-2.3	90
COc1ccc(C2C(C(=O)NCCN3CCOCC3)c3ccccc3C(=O)N2C2CCCCC2)cc1 (centres undefined)	0	0.21	1	0.7	-2	-2.8	0%	-0.087	86
CCCCn1c(SCn2nnc3ccccc3c2=O)nc2cc(C(=O)OC)ccc2c1=O	2	-0.31	1.1	0.39	-5	-0.4	7%	0.44	90
COCCNC(=O)CCn1c(=O)oc2ccccc21	-10	-0.93	1.1	-0.0049	-2	-2.6	7%	0.29	82
Cc1ncoc1C(=O)Nc1nccs1	2	1.1	1	0.57	1	-0.9	7%	-0.42	99
CCN1CCCC1CNS(=O)(=O)c1cc(Br)cc2c1N(C(=O)C1CC1)CC2 (centres undefined)	7	0.041	1.1	-1	x	1.6	3%	0.17	198
O=C(O)c1ccc(COc2c(F)c(F)c(F)c(F)c2F)o1	6	0.34	1	0.0094	-3	0.3	1%	x	106
CCc1c(C)[nH]n(CCC#N)c1=O	13	-0.23	1.1	0.88	0	-1.9	3%	x	71
CCC(=O)N1CCc2cc(S(=O)(=O)NC(C(=O)NCc3ccc(C)cc3)C(C)C)ccc21 (centres undefined)	-2	-0.48	1.2	0.15	1	-0.2	4%	-0.88	88
CCC(CC)c1nnc(NS(=O)(=O)Cc2ccccc2)s1	6	0.89	1.1	0.061	-4	-1.3	4%	0.57	84
CC1(C)OC(=O)C(=CNc2cccc(O)c2)C(=O)O1	2	-1.1	0.96	0.1	-2	-1.7	5%	0.86	75
O=c1nc2n(c3ncccc13)CCC2	3	-0.3	1.1	0.16	-3	-2.5	7%	-0.19	124
COC(=O)c1ccccc1NC(=O)CSc1n[nH]c(CC(C)C)n1	-5	-0.31	1.1	0.43	1	-3.8	2%	-0.076	90
CSc1nnnn1CCn1nnnc1SC	2	-0.17	0.88	0.28	1	-2.1	2%	x	79
Cc1cc(N2C(=O)CC(N3CCN(c4ccc(C(=O)c5cccs5)cc4)CC3)C2=O)no1 (centres undefined)	14	-0.6	1	-0.47	-2	0.1	3%	x	105
CCN1CCN(CCCNC(=O)Cn2cc3c(n2)CCCC3)CC1	-1	0.66	1.1	0.047	-2	-4.1	4%	-0.64	91
Nc1nc(-c2cccs2)c(NC(=O)c2ccccc2)s1	-1	-0.049	1.1	-0.44	1	-0.2	6%	6*	-11*
Cc1cc(N2CCN(S(=O)(=O)c3ccc(Cl)cc3)CC2)c2ccccc2n1	3	5.2*	0.96	-7.4*	x	x	3%	-3.1	44
Cc1cc(C)n(-c2ccc(C(=O)Nc3ccc(S(=O)(=O)NCc4ccco4)cc3)cc2)n1	-3	3.4	1.1	-2.1	-4	1.9	5%	-2.3	56

Reprinted at random: 2 records from the list, in no set order.
SMILES	E coli RNAP	M1 agonist	Fluor 339 460	M1 antagonist	Hsp90 inh	5HT1a ag	NADH coupling	D1 allo mod	Her2 expr inh
CCN1CCCC1CNS(=O)(=O)c1cc(Br)cc2c1N(C(=O)C1CC1)CC2 (centres undefined)	7	0.041	1.1	-1	x	1.6	3%	0.17	198
CCN1CCN(CCCNC(=O)Cn2cc3c(n2)CCCC3)CC1	-1	0.66	1.1	0.047	-2	-4.1	4%	-0.64	91

The list continues.
SMILES	E coli RNAP	M1 agonist	Fluor 339 460	M1 antagonist	Hsp90 inh	5HT1a ag	NADH coupling	D1 allo mod	Her2 expr inh
COc1ccccc1-n1c(=O)[nH]c2c(C(N)=O)nc(C3CCCCC3)nc21	7	0.24	1.8	0.79	0	-1.4	11%	0.95	111
CCCc1cc2c(=O)c(-c3ccccn3)coc2cc1OC	9	-0.028	1.1	-0.34	0	3.1	5%	-0.56	95
CSc1oc(-c2ccccc2)nc1S(=O)(=O)c1ccc(C)cc1	3	-1.1	1.1	-0.24	0	-1.0	6%	0.64	96
CCc1nc(N)c(C#N)c(-c2ccc(O)c(OC)c2)c1C	8	0.25	1.2	-0.8	0	0.8	7%	x	109
CCC(Sc1nc(C)cc(=O)[nH]1)C(=O)Nc1sc2c(c1C#N)CCCC2 (centres undefined)	8	1.9	1	-0.13	-4	1.7	4%	-0.14	134
O=C(CSc1nc2ccccc2n1CC(=O)N1CCCC1)Nc1ccc2c(c1)OCO2	-6	0.032	1.1	-0.8	2	-2.5	7%	0.36	100
CC1(C)Cc2c(c(-c3ccccc3)nc(N3CCCC3)c2C(N)=O)CO1	9	-0.17	1.1	-0.69	2	0.6	1%	-0.13	88
CC12CCC(C(=O)NCCCN3CCOCC3)(OC1=O)C2(C)C (centres undefined)	x	-0.62	1.1	-0.88	-1	1.5	7%	x	81
NC(=O)C1CCN(C(=O)c2cc(S(=O)(=O)N3CCOCC3)c(Cl)cc2Cl)CC1	3	-0.84	1.1	0.074	-2	-1.5	5%	-1.4	107
CCOc1ccccc1-c1nc(-c2cc3ccc(C)cc3[nH]c2=O)no1	5	0.81	1.7	0.046	1	0.6	12%	0.2	94
O=C(c1c(F)cccc1F)N(Cc1ccccn1)C1CCCC1	3	0.7	1	-0.35	-2	1.1	3%	-1	102
Cc1cccc2nc(Cn3c(=O)n(CCC(=O)NCc4ccco4)c(=O)c4ccccc43)cc(=O)n12	-6	-0.29	1.1	1.2	5	-2.7	7%	0.11	71
COCCn1c(CN2CCN(c3ccccc3)CC2)nc2c1c(=O)n(C)c(=O)n2C	x	-0.0049	1.1	-1.3	x	-2.6	3%	1.2	115
CC(O)c1nc2ccccc2n1C/C=C/c1ccccc1 (centres undefined)	5	-0.66	1.1	0.11	-8	-0.6	13%	-0.21	114
COC(=O)c1[nH]c2c(c1C)C(=O)CC(c1cc(OC)ccc1OC)C2 (centres undefined)	6	-0.14	1	-0.13	-3	-1.6	2%	-0.21	45

Single values from above:
NC(=O)C1CCN(C(=O)c2cc(S(=O)(=O)N3CCOCC3)c(Cl)cc2Cl)CC1 @ NADH coupling = 5%
COC(=O)c1[nH]c2c(c1C)C(=O)CC(c1cc(OC)ccc1OC)C2 (centres undefined) @ D1 allo mod = -0.21
CC12CCC(C(=O)NCCCN3CCOCC3)(OC1=O)C2(C)C (centres undefined) @ Her2 expr inh = 81

(further entries)
SMILES	E coli RNAP	M1 agonist	Fluor 339 460	M1 antagonist	Hsp90 inh	5HT1a ag	NADH coupling	D1 allo mod	Her2 expr inh
O=C1C(=C(O)c2ccccc2)C(=O)c2ccccc21	-3	-0.88	1	0.12	-3	1.2	2%	-0.091	117
CCOC(=O)c1ccc(NC(=O)C23CCC(C)(C(=O)O2)C3(C)C)cc1 (centres undefined)	-1	-0.82	1.1	-0.27	-4	-2.9	9%	0.24	104
CCN1CCc2c(C#N)c(N3CCCCC3)nc(NCc3ccccc3)c2C1	9	-2.5	1.8	-0.46	-6	6.0	5%	-0.024	74
c1ccc(Oc2cccc(OCCCn3cncn3)c2)cc1	9	-2.7	1.1	-0.81	3	-3.5	2%	x	102
CC1(C)C(c2ccccc2)=NC(c2ccc(F)cc2)N1O (centres undefined)	6	0.4	1	-0.1	1	-4.5	8%	0.15	84
CCCSc1nnc(-c2ccccc2N)c(=O)[nH]1	11	-0.36	1	-0.014	2	1.4	2%	-0.013	71
CCOC(=O)C1CCCN(C(=O)c2ccc(CS(=O)(=O)c3ccc(C)cc3)o2)C1 (centres undefined)	6	34*	1.1	0.7	-2	-1.7	1%	-0.63	80
O=C(Nc1ccc(S(=O)(=O)N2CCc3ccccc32)cc1)c1ccc2c(c1)OCO2	1	-0.025	1.1	-0.0076	1	-2.8	3%	0.22	59
c1ccc(C(c2ccccc2)N2CCN(Cc3nnnn3C3CCCC3)CC2)cc1	4	0.057	1.1	0.28	1	-0.8	3%	-0.0013	103
